eIF4E 4G PPI: inhibitors of eIF4E and eIF4G interaction in translation initiation | 0.37% of 220,000 active | P63073+Q04637 | inhibition, % at 21.7 µM | AID 782 | TR-FRET eIF4E-eIF4GI(517-606) binding, 2 h;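 active = inhibition above about 30%, limit read from the data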;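 also: 0% = full FRET control wells and 100% = background wells lacking eIF4GI fragment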
EP2 antag: EP2 receptor (human) inhibition; P43116; C6 glioma cells expressing human EP2, cAMP TR-FRET; cells stimulated with saturating PGE2; inhibition, % at 25 µM; 0.52% of 260,000 active; AID 1422;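 active = percent inhibition above 40 after rounding to a whole number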;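 also: rat C6 glioma host cells with rolipram phosphodiesterase inhibitor present; the protocol text gives 20 µM as final concentration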
EP2 mod: EP2 receptor (human) modulation; P43116; induction, % at 25 µM; EP2-expressing cells, cAMP HTRF FRET, PGE2 co-stimulation; 0.83% of 260,000 active;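 active = compounds whose cAMP rise, as percent of the full-agonist control response, exceeds 60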;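 also: rat C6 glioma line stably carrying human EP2 under a CMV promoter; the protocol text gives 20 µM as final concentration; 100% = response of wells given 1 µM PGE2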
NPY1 pot ag: potentiators or agonists of human neuropeptide Y receptor Y1; P25929; NPY-Y1 expressing cells, potentiator/agonist activation; activation, % at 3.6 µM; 0.37% of 220,000 active; AID 1304; in the data active = activation above about 33%, passing the limit was not always enough;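 also: cells stimulated with NPY at EC10 then isoproterenol at EC100; 0% = low agonist plus stimulus and 100% = saturating agonist plus stimulus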
p97 inhibitor: human p97 ATPase inhibition; P55072; recombinant p97 ATPase, Kinase-Glo ATP luminescence, 3 h; inhibition, % at 8 µM; 0.42% of 220,000 active; in the data active = inhibition above about 15%;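 also: 0% = DMSO vehicle and 100% = wells lacking enzyme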
Target sequence (P55072 whole entry, looked up): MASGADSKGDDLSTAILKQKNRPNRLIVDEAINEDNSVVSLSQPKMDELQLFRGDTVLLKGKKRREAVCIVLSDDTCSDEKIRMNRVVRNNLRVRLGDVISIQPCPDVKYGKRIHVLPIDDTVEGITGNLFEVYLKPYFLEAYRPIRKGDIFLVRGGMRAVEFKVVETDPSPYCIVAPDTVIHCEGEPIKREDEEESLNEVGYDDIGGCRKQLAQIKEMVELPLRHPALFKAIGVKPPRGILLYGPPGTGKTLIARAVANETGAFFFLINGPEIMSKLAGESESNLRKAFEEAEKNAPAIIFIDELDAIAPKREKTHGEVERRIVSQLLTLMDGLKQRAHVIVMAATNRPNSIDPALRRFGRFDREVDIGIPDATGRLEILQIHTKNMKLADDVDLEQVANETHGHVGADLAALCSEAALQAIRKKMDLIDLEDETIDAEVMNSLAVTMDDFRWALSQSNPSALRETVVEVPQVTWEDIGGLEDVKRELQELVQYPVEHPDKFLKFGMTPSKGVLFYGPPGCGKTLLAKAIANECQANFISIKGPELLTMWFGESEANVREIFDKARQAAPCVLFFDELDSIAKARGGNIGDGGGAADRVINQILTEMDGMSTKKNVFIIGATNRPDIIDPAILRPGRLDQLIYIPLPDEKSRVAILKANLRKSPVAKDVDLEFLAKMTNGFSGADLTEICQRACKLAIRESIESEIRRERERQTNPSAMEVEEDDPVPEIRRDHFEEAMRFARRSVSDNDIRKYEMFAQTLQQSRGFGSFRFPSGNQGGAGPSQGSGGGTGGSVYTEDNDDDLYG
S1P4 antagonist: human S1P4 receptor antagonism; O95977; S1P4-expressing cells, antagonist mode, reporter read-out; inhibition, % at 4.98 µM; 0.26% of 220,000 active; in the data active = inhibition above about 29%;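 also: 0% = wells stimulated with agonist and 100% = vehicle wells without agonist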
NPY-Y2 PAM-ag: potentiates or activates human NPY-Y2 receptor; 0.45% of 220,000 active; activation, % at 3.6 µM; AID 1359; cells expressing NPY-Y2, potentiator/agonist read-out; P49146; in the data active = activation above about 27%;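 also: cells stimulated with NPY near EC25 plus isoproterenol at EC100; 0% = vehicle plus submaximal agonist and 100% = vehicle plus saturating agonist; some results beyond the cut were filed as inactive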
NPY Y1 blocker: antagonists of human neuropeptide Y receptor Y1. P25929. HEK293-CNG Y1 cells, membrane potential fluorescence; NPY at EC95, then isoproterenol. inhibition, % at 3.6 µM. 1% of 200,000 active. AID 1040;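 active = inhibition above the campaign mean inhibition of all tested compounds plus 3 SD, cut at about 20% in these data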;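 also: 0% = DMSO wells given NPY plus isoproterenol and 100% = isoproterenol alone without NPY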
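Assay system: HEK293 cells with Y1 receptor plus CNG channel | Probe or stimulus: NPY (25 nM), isoproterenol (1 µM), Ro 20-1724 (25 µM) | Timing: Compound incubation 1 h at room temperature, readout 45 min post-stimulation | Measured by: Membrane-potential fluorescent dye readout | Benchmarks: High control isoproterenol alone, low control NPY with isoproterenol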
S1P4 ag: agonists of human S1P4 receptor | O95977 | S1P4-expressing cell line, agonist reporter assay | activation, % at 4.98 µM | 0.35% of 220,000 active | AID 1509; in the data active = activation above about 11%;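 also: 0% = DMSO vehicle and 100% = reference agonist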
* hit, by the source's call; · = not tested or not shown; & = joins results of further samples; [ ] = dose if it differs, or a comment. A portion of the library; rates above refer to the full screens.

Sample of the layout (4 entries):
SMILES	eIF4E 4G PPI	EP2 antag	EP2 mod	NPY1 pot ag	p97 inhibitor	S1P4 antagonist	NPY-Y2 PAM-ag	NPY Y1 blocker	S1P4 ag
CC(C)(C)NC(=S)NNC(=O)c1ccc2ncccc2c1	-3	8	8	0	2	-10	-5	-1	-0.1
O=C(NC(=S)NCCC1=CCCCC1)c1cccnc1	-4	9	-43	3	-1	5	-3	1	0.6
CN(C)/C=C(\C=N\OCc1ccc(Cl)cc1Cl)C(=O)Nc1ccc(Cl)c(Cl)c1	3	1	42	-10	3	3	-6	-3	-1.3
CC(C)(C)N1CSC(=S)N(Cc2ccccc2)C1	-4	8	9	6	6	-5	5	4	0.8

This part in full, previewed entries included:
SMILES	eIF4E 4G PPI	EP2 antag	EP2 mod	NPY1 pot ag	p97 inhibitor	S1P4 antagonist	NPY-Y2 PAM-ag	NPY Y1 blocker	S1P4 ag
CC(C)(C)NC(=S)NNC(=O)c1ccc2ncccc2c1	-3	8	8	0	2	-10	-5	-1	-0.1
O=C(NC(=S)NCCC1=CCCCC1)c1cccnc1	-4	9	-43	3	-1	5	-3	1	0.6
CN(C)/C=C(\C=N\OCc1ccc(Cl)cc1Cl)C(=O)Nc1ccc(Cl)c(Cl)c1	3	1	42	-10	3	3	-6	-3	-1.3
CC(C)(C)N1CSC(=S)N(Cc2ccccc2)C1	-4	8	9	6	6	-5	5	4	0.8
N#CC1=C(N)C(C#N)(C#N)C(c2cccnc2)C2COCC=C12 (stereo unspecified)	1	7&7	14&-66	7	6	-4	3	-2	0.5
CCCN1CCN(C(=O)Nc2ccc(OCC)cc2)CC1	2	2	-5	-13	-2	-1	-3	0	1.6
CCOC(=O)c1cnc(Nc2nc3ccccc3o2)nc1CN1CCN(C)CC1	2	·	17	-2	3	-1	14	-11	-2.6
O=C1CSC(c2cccnc2)N1Cc1ccc(Cl)cc1 (stereo unspecified)	3	16	-7	24	10	12	16	·	1.9
CC(Sc1nc(-c2ccccc2)cs1)C(=O)Nc1ccc(Cl)cn1 (stereo unspecified)	-2	4	-5	-27	2	-9	-6	15	4.0
Cc1ccc(C(=O)n2c(=S)nc3ccccn32)cc1	0[fluorescence artefact?]	·	-20	12	4	-8	7	1	-0.4
CSc1nc(N)nc(SC2C=CCCC2)c1C#N (stereo unspecified)	3	7	9	-36	-7	-5	-27	14	-1.9
CC(C)NC(=O)c1ccc(C2SCC(=O)N2Cc2ccccc2)cc1 (stereo unspecified)	-3	10	-18	-6	0	-3	5	-1	-0.2
CN(C)C(C)(C)/C=C/C(O)(c1ccccc1)c1ccccc1	-3	15	2	-9	3	16	-28	·	-0.7
O=C(c1ccccc1-n1cccc1)N1N=C(C(F)F)CC1(O)C(F)F (stereo unspecified)	2[fluorescence artefact?]	16	32	-1	-2	-260	-1	0	0.9
Cc1ccc(C2=NNC(C(O)C(O)C(O)C(C)O)S2)cc1 (stereo unspecified)	3	11	-46	10	0	-15	-1	-2	4.0
CCOC(=O)N1CCC(NC(=O)CN2C(=O)CSc3nc(C)cc(C)c32)CC1	3	·	35	-1	-4	-12	6	1	0.3
O=C(CN1CCCCC1)NCCNC(=O)CN1CCCCC1	-2[fluorescence artefact?]	6	-12	-9	-2	-3	-6	0	1.0
C/C(N)=C(/C#N)C(=O)CSc1cc(Cl)ccc1Cl	8[fluorescence artefact?]	2	43	-3	3	-25	0	0	0.6
CC(=O)c1c(C(C)=O)c(C)n(-c2cccc3cccnc23)c1C	1	12&3	-21&-39	-1	-3	5	-10	1	0.9
O=C(CC1N=C2c3ccccc3N=C(SCc3ccc(F)cc3)N2C1=O)NCc1ccco1 (stereo unspecified)	-8	9	30	15	4	-6	15	-4	0.8
CC(C)(C)OC(=O)NNC(=S)NC1CCCCC1	-3	7	7	1	3	-19	11	2	0.6
Cc1[nH]c(-c2ccccn2)nc(=S)c1Cl	-5	7	26	11	6	4	11	·	-2.1
CCc1ccc(-c2cc(C(=O)NN3CCN(C)CC3)c3ccccc3n2)cc1	5	17	6	-28	-3	-7	-1	4	0.1
Cc1ccc2[nH]c(=O)c(C(c3nnnn3C3CCCC3)N3CCCc4ccccc43)cc2c1 (stereo unspecified)	-4	8&2	52&55	4	3	-5	7	-4	-1.1
CCCCCC(=O)NC(=S)Nc1ccc(Cl)cn1	-6	4	38	-12	-7	-15	-3	4	-1.1
CC(=O)Nc1ccc(/C=N/N2C(C)CCCC2C)cc1 (stereo unspecified)	2	9	2	-22	-2	-10	7	-4	1.7
O=C(c1sccc1Cl)N1CCN(Cc2ccc3c(c2)OCO3)CC1	4	11	11	6	7	20	-3	·	0.2
Fc1ccc(C2=Nn3c(nnc3-c3ccco3)SC2)cc1	0	5	9	0	2	8	-4	·	-0.4
COCCn1c(=NC(=O)CSC(C)=O)sc2cc(F)ccc21	17[fluorescence artefact?]	7	9	29	5	-10	17	-11	0.7
N#CCCn1cc(/C=N/O)c(-c2ccccc2)n1	-7	7	5	-25	0	-14	-8	-1	-2.6
O=C(O)c1ccc(CSc2nnc(-c3ccccc3)n2-c2ccccc2)cc1	1	8	25	4	-6	1	8	·	1.1
CC(CN1CCOCC1)OC(=O)c1ccc(Br)cc1 (stereo unspecified)	5	2	6	4	3	-11	0	-1	-0.7
Cc1cc(C)cc(Oc2ncnc3c2ncn3Cc2c(Cl)cccc2Cl)c1	0	8	0	-13	-3	-4	-12	-3	-1.4
Cc1ccc2c(c1)N(CC(=O)NCc1ccco1)C(=O)C(C(C)C)O2 (stereo unspecified)	-5	6	5	4	-1	-8	-9	·	0.2
CCOC(=O)c1ccccc1NC(=O)C1CC(=O)N(c2ccccc2)C1 (stereo unspecified)	4	-2	15	-13	-4	14	-15	-2	-0.1
O=C(Nc1ccc(F)cc1)C(Sc1nc2ccccc2[nH]1)c1ccccc1 (stereo unspecified)	6[fluorescence artefact?]	5	-9	-28	-2	-9	-5	3	-1.3
CCOc1ccc(C(C)=O)cc1Cn1nc(C(=O)O)c2ccccc2c1=O	4	5	5	-26	0	-1	-6	7	-2.1
CCOC(=O)N1CCN(C(=O)C(C)SCc2ccccc2)CC1 (stereo unspecified)	8[fluorescence artefact?]	11&5	-8&-20	17	1	1	-11	-3	-1.0
O=C(Nc1ncc2c(n1)CC(c1ccco1)CC2=O)c1ccc(Cl)cc1 (stereo unspecified)	3	·	1	8	5	-6	5	-3	0.7
CCC(=O)Nc1ccc(/C(C)=N/NC(=O)c2c(Br)c(C)nn2C)cc1	-3	12	-7	-14	12	-17	-2	-4	0.1
Cc1ccc(CC(=O)Nc2ccc(F)c([N+](=O)[O-])c2)cc1	16	14	-22	11	6	-24	-4	2	0.9
c1ccc2c(c1)OCCOCCOCCOCCOCCOc1ccccc1OCCOCCOCCO2	21	5	-13	20	-2	3	11	18	0.7
CCCNC(=O)NNC(=O)c1ccc(F)cc1	-2	12	6	-13	7	4	-1	3	-0.2
CC(C)OC(=O)c1nn2c(C(F)(F)F)cc(-c3ccco3)nc2c1Cl	0	10	21	-35	1	-16	4	4	1.8
O=C1CC(NCc2ccc3c(c2)OCO3)C(=O)N1CCc1ccccc1 (stereo unspecified)	-11	7	-14	-20	12	-11	-22	6	-0.1
CC(NC(=O)/C=C/c1ccccc1)c1ccccc1 (stereo unspecified)	1	17	-81	8	2	9	-6	2	0.4
O=C(O)CC1=C(Nc2ccccc2)C(=O)N(c2ccccc2)C1c1ccc(Cl)cc1 (stereo unspecified)	1	6	9	12	-2	12	5	·	-1.2
COC(=O)[C@@]1(Cc2ccc(OC)cc2)[C@H]2c3cc(C(=O)N(C)C)n(Cc4ccc(OC(F)(F)F)cc4)c3C[C@H]2CN1C(=O)c1ccccc1	4[fluorescence artefact?]	4	43	3	2	4	9	35*	0.8
CC(C(=O)N(C)C)N(C#N)c1nc(N(C)C)nc(N(C)C)n1 (stereo unspecified)	-3	10	13	12	4	5	-6	-6	-0.9
CCN(CC)CCn1c(NC(=O)c2ccc(Cl)cc2)nc2ccccc21	1	13	7	-7	3	-1	-1	15	2.5
COc1ccc(-c2cnn3c4c(c(C)nc23)CCN4C2CCCC2)cc1OC	-4	3	12	-3	4	-13	-7	2	0.1
Cc1cc(C)c(NC(=O)c2cnn(C)c2)c(C)c1	4[fluorescence artefact?]	10	17	-9	-4	5	2	4	0.6
CC(=O)NS(=O)(=O)c1ccc(NC(=O)NC2CCCCC2)cc1	1[fluorescence artefact?]	6	4	19	1	-12	-3	0	0.6
CC(C)=C1SC(N2CCN(c3cccc(C)c3)CC2)=NC1=O	3	-4	25	10	-4	6	-22	6	-0.8
O=C(Nc1ccn(Cc2ccccc2F)n1)c1ccc(COc2ccc(Br)cc2)cc1	-14	5	-49	16	2	2	19	1	4.6
COc1cc(/C=C2\C(C)=C(C#N)c3nc(N)c(C#N)c(C)c32)ccc1OCC(=O)O	-9	5	-36	16	5	8	8	·	0.8
CCN(CC)S(=O)(=O)N1CCC(C(=O)NCc2ccc(C)cc2)CC1	-2	8	13	-10	0	-16	-7	3	2.0
c1ccc2sc(NN=C3CCCC3)nc2c1	6	2	-45	-3	1	8	1	-3	-0.3
CN1CCN(c2ccc(NC(=O)Cc3ccccc3)cc2)CC1	0	9	5	-7	-3	-41	-9	-4	1.6
C[n+]1ccccc1N1CCN(c2ccccc2Cl)CC1	-2	4	26	1	3	-23	11	2	2.5

Next section
SMILES	eIF4E 4G PPI	EP2 antag	EP2 mod	NPY1 pot ag	p97 inhibitor	S1P4 antagonist	NPY-Y2 PAM-ag	NPY Y1 blocker	S1P4 ag
CC(=O)N1N=C(c2ccccc2)OC1c1ccc([N+](=O)[O-])s1 (stereo unspecified)	0	7	14	14	11	1	-7	4	3.7
CCOC(=O)CCCNC(=O)CCNC(=O)c1ccc(OC)cc1	-1	10	21	0	1	4	9	-2	0.5
Cc1cc(C)nc(SCC(=O)Nc2ncc3c(n2)CCCC3=O)n1	5	7	9	13	5	3	21	1	-1.3
COC(=O)c1sc(N(C)C)c(C#N)c1-c1ccccc1	4	14	-2	3	1	-8	-7	·	1.1
COCC1CCN(C(=O)c2cc(COc3ccc4ncccc4c3)on2)CC1	-1	7	-28	-21	4	-18	21	15	1.0
COc1ccccc1CN1CC(C(=O)NC2CCCCC2)CC1=O (stereo unspecified)	6	7	16	-6	-1	-10	4	4	-0.5
Cc1ccccc1Cn1ccc(NC(=O)c2nc3ncccn3n2)n1	6	10	3	7	0	-2	16	-4	2.4
CC(C)c1ccc(-c2nc3c([nH]2)c(=O)n(C)c(=O)n3C)cc1	-6	6	22	-22	5	5	11	-1	0.8
CC(=O)Nc1ccc2ccccc2c1	5	14	-23	-39	-2	-7	-6	6	0.9
COc1cc(/C=N/NC(=O)c2ccc(C)nc2)cc([N+](=O)[O-])c1O	5	3	-7	-9	-9	-6	-4	6	-1.6
O=C(c1ccco1)[C@@H]1[C@@H]2C(=O)N(c3ccc(F)cc3)C(=O)[C@@H]2C2c3ccccc3C=CN21 (stereo partly specified)	-2	0	15	25	9	1	11	-3	-1.0
CN(C)c1ccc(CN2CCCCCC2)cc1	5	3	3	-13	-4	-16	-8	4	1.3
CCn1c(SCC(=O)N/N=C/C=C\c2ccccc2[N+](=O)[O-])nnc1-c1ccccc1	-5[fluorescence artefact?]	5	15	-11	3	-6	-15	-3	0.1

Bioassay records: PubChem BioAssay, several laboratories
